TcdB GH inh – blocks C. difficile toxin B glycohydrolase activity | P18177 | TcdB glycohydrolase enzymatic assay, plate reader | inhibition, % at 9.99 µM | 0.24% of 350,000 active; in the data active = inhibition above about 10%
Target sequence (P18177 whole entry, looked up): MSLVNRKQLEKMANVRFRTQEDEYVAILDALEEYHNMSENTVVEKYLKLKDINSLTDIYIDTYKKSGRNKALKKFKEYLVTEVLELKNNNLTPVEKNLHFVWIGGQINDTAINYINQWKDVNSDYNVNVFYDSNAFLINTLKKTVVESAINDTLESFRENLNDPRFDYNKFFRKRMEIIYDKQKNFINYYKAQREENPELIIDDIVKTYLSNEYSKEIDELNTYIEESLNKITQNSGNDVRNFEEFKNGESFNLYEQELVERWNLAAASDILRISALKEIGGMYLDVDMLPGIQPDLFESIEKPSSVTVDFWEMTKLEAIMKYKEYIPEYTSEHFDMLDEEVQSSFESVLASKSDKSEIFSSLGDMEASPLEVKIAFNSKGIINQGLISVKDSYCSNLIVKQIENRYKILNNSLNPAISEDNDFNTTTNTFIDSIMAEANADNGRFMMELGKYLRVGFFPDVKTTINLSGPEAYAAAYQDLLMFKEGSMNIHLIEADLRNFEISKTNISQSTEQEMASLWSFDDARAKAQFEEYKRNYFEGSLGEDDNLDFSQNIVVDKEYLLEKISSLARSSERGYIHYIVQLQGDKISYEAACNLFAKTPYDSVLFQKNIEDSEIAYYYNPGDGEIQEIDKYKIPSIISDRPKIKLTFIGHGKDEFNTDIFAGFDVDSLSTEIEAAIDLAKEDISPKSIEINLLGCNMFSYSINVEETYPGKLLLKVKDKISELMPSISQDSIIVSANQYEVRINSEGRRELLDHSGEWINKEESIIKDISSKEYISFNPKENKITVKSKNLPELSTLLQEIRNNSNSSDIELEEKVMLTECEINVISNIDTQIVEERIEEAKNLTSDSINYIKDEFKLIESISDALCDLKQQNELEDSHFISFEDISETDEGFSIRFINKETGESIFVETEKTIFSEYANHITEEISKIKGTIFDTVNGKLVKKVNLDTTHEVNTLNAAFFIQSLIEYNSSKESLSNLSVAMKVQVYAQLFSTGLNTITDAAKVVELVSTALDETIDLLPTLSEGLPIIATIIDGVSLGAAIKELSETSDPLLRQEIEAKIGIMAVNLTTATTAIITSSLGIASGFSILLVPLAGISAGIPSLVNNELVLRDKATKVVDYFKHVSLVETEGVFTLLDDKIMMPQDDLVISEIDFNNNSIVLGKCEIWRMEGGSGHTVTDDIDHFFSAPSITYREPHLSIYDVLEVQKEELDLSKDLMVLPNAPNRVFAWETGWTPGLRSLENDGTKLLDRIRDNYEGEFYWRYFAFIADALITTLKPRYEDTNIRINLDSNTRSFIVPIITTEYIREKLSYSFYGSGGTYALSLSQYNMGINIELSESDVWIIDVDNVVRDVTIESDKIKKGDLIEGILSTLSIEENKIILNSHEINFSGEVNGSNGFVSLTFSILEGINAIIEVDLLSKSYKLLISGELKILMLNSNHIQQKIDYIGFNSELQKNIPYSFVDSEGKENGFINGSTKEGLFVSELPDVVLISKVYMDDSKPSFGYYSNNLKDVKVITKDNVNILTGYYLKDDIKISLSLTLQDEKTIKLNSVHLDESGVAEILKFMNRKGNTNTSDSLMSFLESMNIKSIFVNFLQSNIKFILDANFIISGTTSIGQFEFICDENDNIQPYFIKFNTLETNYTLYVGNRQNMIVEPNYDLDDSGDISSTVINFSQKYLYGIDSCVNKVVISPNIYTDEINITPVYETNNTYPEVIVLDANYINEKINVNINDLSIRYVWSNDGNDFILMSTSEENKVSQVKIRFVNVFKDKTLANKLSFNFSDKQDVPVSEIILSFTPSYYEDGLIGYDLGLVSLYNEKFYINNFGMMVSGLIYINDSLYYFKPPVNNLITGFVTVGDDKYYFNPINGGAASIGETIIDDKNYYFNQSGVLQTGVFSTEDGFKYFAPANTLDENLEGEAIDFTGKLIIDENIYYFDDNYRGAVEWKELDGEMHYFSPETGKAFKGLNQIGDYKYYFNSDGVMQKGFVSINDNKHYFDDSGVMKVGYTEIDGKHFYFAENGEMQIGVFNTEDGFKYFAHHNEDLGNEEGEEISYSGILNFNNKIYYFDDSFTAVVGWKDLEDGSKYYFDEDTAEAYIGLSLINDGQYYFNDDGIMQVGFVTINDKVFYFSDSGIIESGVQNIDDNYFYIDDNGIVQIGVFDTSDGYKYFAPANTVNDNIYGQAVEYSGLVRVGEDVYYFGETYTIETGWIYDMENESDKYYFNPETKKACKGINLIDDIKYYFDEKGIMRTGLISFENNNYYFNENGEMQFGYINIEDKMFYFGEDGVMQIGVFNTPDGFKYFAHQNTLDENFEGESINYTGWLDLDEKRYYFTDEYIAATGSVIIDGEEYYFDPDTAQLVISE
* marks the source's active call; other numbers are inactive results; & = joins results of further samples. These rows are one share of the data; the hit share may differ from the screen's.

C[C@@H]1CN([C@@H](C)CO)C(=O)Cc2cc(NC(=O)Cn3cnnn3)ccc2O[C@H]1CN(C)C(=O)Nc1ccccc1
  TcdB GH inh = 0.1
C[C@@H]1CN([C@H](C)CO)C(=O)Cc2cc(NC(=O)Nc3cccc4ccccc34)ccc2O[C@H]1CN(C)C(=O)Nc1cccc2ccccc12
  TcdB GH inh = -0.1
COC(=O)N(C)C[C@H]1OCc2ccccc2-c2ccccc2C(=O)N([C@H](C)CO)C[C@H]1C
  TcdB GH inh = -0.2
C[C@H](CO)N1C[C@H](C)[C@H](CN(C)S(=O)(=O)c2cn(C)cn2)OCCCC[C@H](C)Oc2ccc(NS(=O)(=O)c3cn(C)cn3)cc2C1=O
  TcdB GH inh = -1.4
C[C@@H]1CN([C@@H](C)CO)C(=O)c2cccc(NC(=O)c3ccncc3)c2O[C@@H]1CN(C)C(=O)Nc1ccc(F)cc1
  TcdB GH inh = 1.3
O=C(Nc1ccc(F)cc1)N[C@H]1CC[C@H](CC(=O)N2CCCCC2)O[C@H]1CO
  TcdB GH inh = -3.2
O=C(C1CCCC1)N1CCCCN2[C@H](CO)[C@@H](c3ccc(-c4cccc(F)c4)cc3)[C@H]2C1
  TcdB GH inh = 0.2
C[C@@H]1CN([C@@H](C)CO)C(=O)Cc2cc(NS(C)(=O)=O)ccc2O[C@H]1CN(C)S(=O)(=O)c1ccc(Cl)cc1
  TcdB GH inh = -0.1
Cc1noc(C)c1NC(=O)Nc1ccc2c(c1)C(=O)N(C)[C@@H]1CC[C@@H](CC(=O)N[C@H]3CCN(Cc4ccccc4)C3)O[C@H]1CO2
  TcdB GH inh = -2.5
COc1ccc2c3c([nH]c2c1)[C@H](CO)N(Cc1ccccc1)CC31CCN(C(=O)NC(C)C)CC1
  TcdB GH inh = -2.0

CCC(=O)Nc1ccc2c(c1)C(=O)N(C)C[C@@H](OC)[C@H](C)CN(Cc1ccccn1)[C@H](C)CO2
  TcdB GH inh = -2.2
COc1ccc(C#Cc2ccc([C@@H]3[C@@H](CO)N4CCCCN(C(=O)Cc5cccnc5)C[C@@H]34)cc2)cc1
  TcdB GH inh = 1.4
Cc1ccccc1S(=O)(=O)NCC[C@@H]1CC[C@H](NS(=O)(=O)c2ccccc2C)[C@H](CO)O1
  TcdB GH inh = 1.6
CCCC#Cc1cnc2c(c1)C(=O)N([C@@H](C)CO)C[C@@H](C)[C@H](CN(C)C)O2
  TcdB GH inh = 1.1
C[C@@H]1CN([C@H](C)CO)C(=O)c2cc(N(C)C)ccc2O[C@@H](C)CCCCO[C@H]1CN(C)S(=O)(=O)c1cn(C)cn1
  TcdB GH inh = -11.5
CC(=O)N(C)C[C@H]1Oc2cc(C#CCC3CCCC3)ccc2S(=O)(=O)N([C@H](C)CO)C[C@@H]1C
  TcdB GH inh = 1.6
O=C(C[C@@H]1CC[C@H](NS(=O)(=O)c2ccc(F)cc2)[C@@H](CO)O1)NC1CCC1
  TcdB GH inh = -0.7
O=C(C1=C[C@@H](c2ccccc2)C[C@@H](OCc2ccc(CO)cc2)O1)N1CCCC1
  TcdB GH inh = -0.2
Cc1cccc(S(=O)(=O)N2CCCCN3[C@@H](CO)[C@@H](c4ccc(-c5ccccc5)cc4)[C@@H]3C2)c1
  TcdB GH inh = 0.3
CCCNC(=O)N1[C@H](CO)[C@H]2c3ccccc3N(C(=O)Nc3cccc(Cl)c3)C[C@H]21
  TcdB GH inh = 1.2

CCCNC(=O)[C@@H]1[C@@H](CO)[C@@H]2Cn3c(ccc(-c4cncnc4)c3=O)[C@H]1N2C(=O)Nc1ccccc1
  TcdB GH inh = 0.8
O=C(C[C@H]1C=C[C@@H](NC(=O)Cc2ccccn2)[C@H](CO)O1)NCCc1ccccc1
  TcdB GH inh = -2.0
C[C@@H]1CN([C@H](C)CO)C(=O)c2cc(NC(=O)C3CCCCC3)ccc2O[C@H]1CN(C)Cc1ccc(C(=O)O)cc1
  TcdB GH inh = -1.9
C[C@@H]1CN([C@@H](C)CO)C(=O)c2cc(-c3ccc(C#N)cc3)cnc2O[C@H]1CN(C)CC1CCCC1
  TcdB GH inh = 0.4
O=C(C[C@H]1CC[C@@H](NC(=O)c2cccc(F)c2)[C@H](CO)O1)Nc1nccs1
  TcdB GH inh = 0.2
O=S(=O)(N[C@@H]1CC[C@@H](CCn2cc(Cc3ccccc3)nn2)O[C@H]1CO)c1ccccc1F
  TcdB GH inh = 0.3
CCCNC(=O)Nc1ccc2c(c1)C(=O)N(C)[C@H]1CC[C@H](CC(=O)Nc3cc(F)ccc3F)O[C@@H]1CO2
  TcdB GH inh = -1.7
C[C@@H]1CN([C@H](C)CO)C(=O)c2c(c3ccccc3n2C)-c2ccccc2CO[C@@H]1CN(C)S(=O)(=O)c1cccc(F)c1
  TcdB GH inh = -4.4
COc1ccc([Si](C)(C)[C@H]2[C@H](CCn3cc(CCO)nn3)O[C@@]3(C(=O)N(C)c4ccccc43)[C@@H]2C)cc1
  TcdB GH inh = -13.1
CC(C)CC#Cc1ccc2c(c1)O[C@@H](CN(C)C(=O)c1ccncc1)[C@@H](C)CN([C@@H](C)CO)S2(=O)=O
  TcdB GH inh = 1.9

4 structures from above, sorted by length of the SMILES, falling:
C[C@@H]1CN([C@H](C)CO)C(=O)c2c(c3ccccc3n2C)-c2ccccc2CO[C@@H]1CN(C)S(=O)(=O)c1cccc(F)c1
  TcdB GH inh = -4.4
C[C@@H]1CN([C@H](C)CO)C(=O)c2cc(NC(=O)C3CCCCC3)ccc2O[C@H]1CN(C)Cc1ccc(C(=O)O)cc1
  TcdB GH inh = -1.9
CCCNC(=O)Nc1ccc2c(c1)C(=O)N(C)[C@H]1CC[C@H](CC(=O)Nc3cc(F)ccc3F)O[C@@H]1CO2
  TcdB GH inh = -1.7
O=S(=O)(N[C@@H]1CC[C@@H](CCn2cc(Cc3ccccc3)nn2)O[C@H]1CO)c1ccccc1F
  TcdB GH inh = 0.3

Other records
Compound,TcdB GH inh
C[C@@H]1CN([C@@H](C)CO)S(=O)(=O)c2ccc(C#CCN(C)C)cc2O[C@H]1CN(C)C(=O)Nc1ccccc1F,0.5
C[C@@H]1CCCCO[C@@H](CN(C)C(=O)CCCN(C)C)[C@H](C)CN([C@H](C)CO)C(=O)c2cc(NC(=O)CCCN(C)C)ccc2O1,-0.5
C[C@@H]1CN([C@H](C)CO)S(=O)(=O)c2ccc(C#CC3(O)CCCC3)cc2O[C@@H]1CN(C)C(=O)c1ccccc1,0.3
O=C(C[C@H]1C[C@@H]2c3cc(NS(=O)(=O)c4ccc(F)cc4)ccc3O[C@@H]2[C@@H](CO)O1)NCCN1CCCCC1,-0.9
C[C@H]1CN([C@@H](C)CO)C(=O)c2cc(-c3ccc(F)cc3)cnc2O[C@H]1CN(C)C(=O)c1ccccc1F,0.4
C[C@@H]1CCCCO[C@@H](CN(C)C(=O)Nc2ccc(C(F)(F)F)cc2)[C@H](C)CN([C@H](C)CO)C(=O)c2cc(NS(=O)(=O)c3ccc(F)cc3)ccc2O1,0.3
CN(C)CC#Cc1cccc(-c2nc(C(=O)N3CCN(Cc4ccccc4)CC3)cc3c2[C@@H](CCO)N(S(=O)C(C)(C)C)C3)c1 (some centres undefined),1.5
CCS(=O)(=O)Nc1ccc2c(c1)C(=O)N(C)C[C@H](OC)[C@@H](C)CN(Cc1nccs1)[C@H](C)CO2,0.0
C[C@H](CO)N1C[C@H](C)[C@H](CN(C)C(=O)C2CCOCC2)Oc2cc(C#Cc3ccncc3)ccc2S1(=O)=O,-1.4
O=C(Nc1ccccc1)N1C[C@@H]2N[C@H](C1)C2c1ccc(-c2cccnc2)cc1 (some centres undefined),-0.1
C[C@@H]1CN([C@H](C)CO)C(=O)c2cc(C#CC3CCCC3)cnc2O[C@H]1CN(C)S(=O)(=O)c1cccc(F)c1,-0.8
CCCNC(=O)N(C)C[C@H]1Oc2ncc(-c3ccncc3)cc2C(=O)N([C@H](C)CO)C[C@@H]1C,-0.2
C[C@H]1CN([C@@H](C)CO)C(=O)c2cc(NC(=O)Cn3cnnn3)ccc2O[C@@H]1CN(C)C(=O)Nc1ccc(F)cc1,0.2
COCC(=O)Nc1ccc2c(c1)C(=O)N(C)C[C@@H](OC)[C@H](C)CN(C(=O)CC1CC1)[C@@H](C)CO2,-1.6
C[C@@H]1CCCCO[C@H](CN(C)C(=O)CCC(F)(F)F)[C@H](C)CN([C@H](C)CO)C(=O)c2cc(NS(=O)(=O)c3ccccc3)ccc2O1,0.4&0.3
COc1ccc(-c2ccc([C@H]3[C@H](CO)N4C(=O)CN(C(=O)c5cccnc5)C[C@@H]34)cc2)cc1,0.0
C[C@H](CO)N1C[C@H](C)[C@H](CN(C)C(=O)c2cccnc2)Oc2ncc(C#CCN(C)C)cc2C1=O,0.4
Cc1noc(C)c1S(=O)(=O)Nc1ccc2c(c1)C(=O)N([C@H](C)CO)C[C@@H](C)[C@H](CN(C)Cc1ccccc1)O2,0.2
C[C@@H]1CCCCO[C@H](CN(C)C(=O)c2ccccc2)[C@@H](C)CN([C@@H](C)CO)C(=O)c2cc(NS(=O)(=O)c3cccs3)ccc2O1,0.1
CCCC#Cc1cnc2c(c1)C(=O)N([C@@H](C)CO)C[C@H](C)[C@@H](CN(C)C(=O)c1ccc(F)cc1)O2,0.6
O=C(NC1CCCC1)N1CC2(C1)[C@@H](c1ccccc1)[C@@H](CO)N2CC1CCOCC1,0.9
C[C@@H]1CN([C@@H](C)CO)C(=O)c2cc(C#CC3CCCC3)cnc2O[C@@H]1CN(C)C(=O)Cc1ccccn1,1.2
COc1ccc(CN(C)C[C@@H]2Oc3ccc(NC(=O)Nc4cccc5ccccc45)cc3C(=O)N([C@H](C)CO)C[C@H]2C)cc1,-0.4
CN(C)c1ccc2c(c1)[C@H]1C[C@H](CC(=O)NCc3ccc(-c4ccccc4)cc3)O[C@H](CO)[C@H]1O2,-19.5
CCS(=O)(=O)N1CC2(C1)CN(S(=O)(=O)c1ccc(C)cc1)[C@H](CO)c1[nH]c3cc(OC)ccc3c12,-1.2
C[C@@H]1CCCCO[C@H](CN(C)C(=O)Nc2cccc3ccccc23)[C@@H](C)CN([C@@H](C)CO)C(=O)c2cc(NC(=O)Nc3ccc(C(F)(F)F)cc3)ccc2O1,0.0
C[C@@H]1CN([C@H](C)CO)S(=O)(=O)c2ccc(C3=CCCCC3)cc2O[C@H]1CN(C)S(=O)(=O)c1cn(C)cn1,-1.2
N#C[C@H]1[C@@H](c2ccc(-c3ccc(F)cc3)cc2)[C@@H](CO)N1C(=O)Cc1ccccc1,0.3
C[C@H](O)C#Cc1ccc([C@H]2[C@H]3CN(S(=O)(=O)Cc4ccccc4)CCCCN3[C@H]2CO)cc1,0.8
COc1ccc(CNC(=O)C[C@H]2C[C@H]3c4cc(NS(=O)(=O)c5ccc(F)cc5)ccc4O[C@H]3[C@H](CO)O2)cc1,-17.6
O=C(Cc1ccccc1)N1CC(=O)N2[C@H](C1)[C@@H](c1ccc(C#Cc3ccccc3)cc1)[C@@H]2CO,-4.7
O=C(CC1CC1)N1CC(=O)N2[C@H](CO)[C@@H](c3ccc(C#Cc4ccc(F)cc4)cc3)[C@@H]2C1,-8.1
CCCNC(=O)[C@H]1[C@H](CO)[C@H]2Cn3c(cccc3=O)[C@H]2N1CC1CCCC1,-0.1
CC=Cc1ccc2n(c1=O)C[C@H]1[C@H](CO)[C@@H](C(=O)NC3CCC3)[C@@H]2N1S(=O)(=O)c1cn(C)cn1 (mixture of isomers),4.4
Cc1ccc(S(=O)(=O)Nc2ccc3c(c2)C(=O)N([C@H](C)CO)C[C@H](C)[C@H](CN(C)C(=O)Nc2c(C)noc2C)O3)cc1,-0.9
COc1ccc(CN(C)C[C@H]2Oc3c(NS(=O)(=O)c4ccccc4)cccc3C(=O)N([C@@H](C)CO)C[C@H]2C)cc1,-1.7
C[C@H]1CN([C@@H](C)CO)C(=O)c2cccc(NC(=O)Nc3ccccc3)c2O[C@H]1CN(C)C(=O)NC1CCCCC1,-4.6
CCCNC(=O)C[C@@H]1CC[C@H]2[C@H](COc3ccc(NC(=O)C4CCCC4)cc3C(=O)N2C)O1,0.2
C[C@@H]1CCCCO[C@H](CN(C)C(=O)NC2CCCCC2)[C@H](C)CN([C@H](C)CO)C(=O)c2cc(NC(=O)Nc3ccc(C(F)(F)F)cc3)ccc2O1,0.2
CCNC(=O)Nc1ccc2c(c1)C(=O)N(C)[C@@H]1CC[C@H](CC(=O)N[C@@H](C)c3ccccc3)O[C@H]1CO2,0.4
COc1ccc(NC(=O)N(C)C[C@@H]2Oc3ncc(C#C[C@H](C)O)cc3C(=O)N([C@@H](C)CO)C[C@@H]2C)cc1,0.8
COc1ccc(S(=O)(=O)N[C@@H]2CC[C@@H](CCn3cc(C(C)C)nn3)O[C@@H]2CO)cc1,-1.2
C[C@H]1CN([C@@H](C)CO)S(=O)(=O)c2ccc(C#Cc3ccccc3)cc2O[C@@H]1CN(C)C(=O)Nc1ccccc1,-0.3
O=C(C[C@@H]1C=C[C@H](NC(=O)Nc2ccccc2F)[C@H](CO)O1)NCc1ccc(-c2ccccc2)cc1,0.4
O=C(NCc1ccccc1)[C@H]1[C@H](CO)[C@H]2Cn3c(cccc3=O)[C@@H]1N2C(=O)c1cnccn1,-1.6
Cc1ccc(S(=O)(=O)Nc2ccc3c(c2)C(=O)N([C@@H](C)CO)C[C@@H](C)[C@@H](CN(C)S(=O)(=O)c2ccc(F)cc2)OCCCC[C@H](C)O3)cc1,-1.1
O=C(C1CC1)N1CC(=O)N2[C@H](C1)[C@H](c1ccc(-c3cccnc3)cc1)[C@@H]2CO,0.3
C[C@@H]1CCCCO[C@@H](CN(C)Cc2ccc(Cl)c(Cl)c2)[C@H](C)CN([C@@H](C)CO)C(=O)c2cc(NC(=O)c3ccccc3)ccc2O1,0.3
CCC(=O)N(C)C[C@H]1Oc2ncc(-c3ccccc3C)cc2C(=O)N([C@H](C)CO)C[C@H]1C,1.6

Quoted at random: five compounds from above
Compound,TcdB GH inh
O=C(Cc1ccccc1)N1CC(=O)N2[C@H](C1)[C@@H](c1ccc(C#Cc3ccccc3)cc1)[C@@H]2CO,-4.7
COc1ccc(CN(C)C[C@H]2Oc3c(NS(=O)(=O)c4ccccc4)cccc3C(=O)N([C@@H](C)CO)C[C@H]2C)cc1,-1.7
CC=Cc1ccc2n(c1=O)C[C@H]1[C@H](CO)[C@@H](C(=O)NC3CCC3)[C@@H]2N1S(=O)(=O)c1cn(C)cn1 (mixture of isomers),4.4
CCC(=O)N(C)C[C@H]1Oc2ncc(-c3ccccc3C)cc2C(=O)N([C@H](C)CO)C[C@H]1C,1.6
O=C(CC1CC1)N1CC(=O)N2[C@H](CO)[C@@H](c3ccc(C#Cc4ccc(F)cc4)cc3)[C@@H]2C1,-8.1

Source: PubChem (Broad Institute)
